Assay outcomes from PubChem BioAssay.
MITF primary = human MITF inhibition, primary screen | 650,000 compounds, 0.91% hits | O75030 | AlphaScreen MITF homodimerization, bead proximity signal | inhibition, % at 2.6 µM; in the data active = inhibition above about 50%;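 note: 0% = vehicle wells with protein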
TEAD-YAP inh = TEAD-YAP interaction inhibition; HEK-TIYL cells, TEAD-Gal4/YAP UAS-luciferase luminescence; inhibition, % at 9.12 µM; 640,000 compounds, 1.4% hits; in the data active = inhibition above about 32%;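 note: 0% = median of test compound wells and 100% = reference inhibitor wells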
FBW7 activator = activators of human E3 ligase FBW7; 650,000 compounds, 0.13% hits; AID 1259310; AlphaScreen FBW7–phospho-cyclin E peptide binding, activator screen; Q969H0; normalized activity (activation), % at 26.1 µM; in the data active = normalized activity above about 1.9%;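 note: purified mutant Fbw7 with reduced substrate affinity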
Target sequence (Q969H0 whole entry, looked up): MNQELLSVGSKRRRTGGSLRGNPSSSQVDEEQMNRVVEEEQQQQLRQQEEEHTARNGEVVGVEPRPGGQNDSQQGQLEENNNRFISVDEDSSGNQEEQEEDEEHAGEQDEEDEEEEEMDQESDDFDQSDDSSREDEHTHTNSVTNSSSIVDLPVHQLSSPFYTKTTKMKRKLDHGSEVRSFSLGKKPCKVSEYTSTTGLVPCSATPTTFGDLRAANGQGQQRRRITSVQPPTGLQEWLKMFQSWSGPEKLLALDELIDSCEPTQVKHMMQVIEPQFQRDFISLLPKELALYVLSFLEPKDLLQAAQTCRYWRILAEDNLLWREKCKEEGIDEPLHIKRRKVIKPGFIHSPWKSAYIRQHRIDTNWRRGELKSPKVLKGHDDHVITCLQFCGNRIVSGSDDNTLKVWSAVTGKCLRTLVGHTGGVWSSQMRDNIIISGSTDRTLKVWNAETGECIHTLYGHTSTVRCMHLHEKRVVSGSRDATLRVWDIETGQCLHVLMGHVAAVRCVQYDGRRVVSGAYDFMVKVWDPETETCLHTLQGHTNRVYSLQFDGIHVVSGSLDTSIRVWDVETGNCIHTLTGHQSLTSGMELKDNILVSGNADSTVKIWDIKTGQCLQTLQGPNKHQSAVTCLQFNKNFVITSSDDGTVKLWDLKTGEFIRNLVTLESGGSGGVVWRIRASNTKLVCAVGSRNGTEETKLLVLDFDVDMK
GPR151 ag = activates the human receptor GPR151; Q8TDV0; PathHunter beta-arrestin GPR151 cells, luminescence; activation, % at 11.2 µM; 650,000 compounds, 1% hits; in the data active = activation above about 4.9%;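 note: 0% = median of compound wells and 100% = cells with positive control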
Target sequence (Q8TDV0 whole entry, looked up): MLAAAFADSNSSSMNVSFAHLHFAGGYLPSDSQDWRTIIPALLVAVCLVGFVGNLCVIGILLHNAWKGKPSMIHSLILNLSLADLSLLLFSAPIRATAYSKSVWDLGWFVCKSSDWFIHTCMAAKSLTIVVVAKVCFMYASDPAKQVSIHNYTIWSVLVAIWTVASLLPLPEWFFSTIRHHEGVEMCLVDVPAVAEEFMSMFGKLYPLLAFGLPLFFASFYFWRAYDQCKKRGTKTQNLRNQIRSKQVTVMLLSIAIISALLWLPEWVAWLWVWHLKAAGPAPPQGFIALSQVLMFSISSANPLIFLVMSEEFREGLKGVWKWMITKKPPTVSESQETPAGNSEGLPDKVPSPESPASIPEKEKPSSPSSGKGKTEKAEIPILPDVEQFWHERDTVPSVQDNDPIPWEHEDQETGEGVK
Starred values were filed as active, the others as inactive.

SMILES	MITF primary	TEAD-YAP inh	FBW7 activator	GPR151 ag
O=C(CSc1ccc(Cl)cc1)OCc1cc([N+](=O)[O-])cc2c1OCOC2	8	5	-0.1	1.9
CCc1ccc(C2C(C#N)=C(N)N(c3ccc(C)c(Cl)c3)C3=C2C(=O)CC(C)(C)C3)s1 (stereo not given)	-14	-6	-0.2	2.4
CCCCCCC1(C)N=C(c2ccc(OCC)cc2)CC(c2cc(Br)ccc2O)N1 (stereo not given)	-5	6	-0.4	0.3
Cc1[nH]c2ccccc2c1/C=N/NC(=O)c1ccc(O)cc1	7	5	1.1	-0.3
COCCNC(=O)c1c[nH]c2ccc(S(=O)(=O)N3CCCCC3c3cccnc3)cc2c1=O (stereo not given)	2	10	-0.1	1.0
CC1CCN(C(=O)CSc2nc3c(c(=O)n2C)SCC3)CC1	-2	-1	-0.3	-0.3
CCOc1nc(NC(=O)NS(=O)(=O)c2c(OC)ncc(Cl)c2OC)nc(N(C)C)n1	1	2	0.0	-0.4
COc1ccc(-c2noc(CN3CCN(Cc4cccc(C)c4)CC3)n2)c(OC)c1OC	13	7	0.0	-1.9
COc1ccc(CCN(C)C2CCCN(CC3CC3)C2)cc1OC (stereo not given)	-9	-3	0.3	1.5
O=C1N(Cc2ccccc2)C(c2ccc(F)cc2)C1(F)F (stereo not given)	20	-4	1.0	-1.6
COc1c(C)cc(Br)cc1C(=O)NC(=S)NCc1ccco1	3	-2	0.2	-0.3
O=S(=O)(NCCc1ccccc1)c1cccc(C(F)(F)F)c1	-5	5	0.0	1.9
CCOC(CNC(=O)c1cc(C)nn1-c1ccccc1)OCC	21	1	0.1	-0.6
C[C@H](NC(=O)c1ccccc1)C(=O)OCC(=O)Nc1cc(Cl)ccc1C#N	-11	10	-0.2	1.3
COc1ccc(-c2nnc(NC(=O)C(C)(C)C)o2)cc1	-5	1	-0.1	1.7
CCCC(=O)Nc1ccc(OC(=O)CCC)c(Cl)c1	7	28	-0.1	0.5
CC1CC(C)CN(C(=O)Cn2c(SCC(=O)NC3CCCC3)nc3ccccc32)C1 (stereo not given)	12	7	0.1	0.2
Cc1ccc(S(=O)(=O)Nc2ccc(C(=O)N3CCOCC3)cc2)cc1	8	0	-0.1	0.0
CCC(C)(C)C1C/C(=C\c2cccs2)C(=O)/C(=C/c2cccs2)C1 (stereo not given)	43	0	0.3	0.6
Fc1cccc(NCc2nnc3n2CCCCC3)c1	3	-2	0.0	0.1
CCOC(=O)c1cccc(N/C=C/C(=O)c2cc(OC)c(OC)c(OC)c2)c1	1	-5	0.2	-0.2
CCc1nn(CC(=O)NCCc2c[nH]c3ccc(OC)cc23)c(=O)c2cc3ccsc3n12	-11	4	0.1	0.1
Cc1nn(CC(=O)c2ccc(Br)cc2)c(N)[n+]1C	28	0	0.1	0.4
CCOC(=O)c1sc2nc(SCc3cccc(Cl)c3)n(Cc3ccccc3Cl)c(=O)c2c1C	-1	-6	-0.1	-1.2

A second format for two compounds above:
Below each compound: MITF primary | TEAD-YAP inh | FBW7 activator | GPR151 ag
CCOC(=O)c1cccc(N/C=C/C(=O)c2cc(OC)c(OC)c(OC)c2)c1
  1 | -5 | 0.2 | -0.2
CCc1nn(CC(=O)NCCc2c[nH]c3ccc(OC)cc23)c(=O)c2cc3ccsc3n12
  -11 | 4 | 0.1 | 0.1

(cont.)
SMILES	MITF primary	TEAD-YAP inh	FBW7 activator	GPR151 ag
COc1ccc(F)cc1S(=O)(=O)NC(Cc1ccccc1)C(N)=O (stereo not given)	-16	3	0.1	-2.0
CCc1ccc(-n2c(=S)sc3c(=O)n(-c4ccccc4)c(SCc4csc(C)n4)nc32)cc1	-1	-2	-0.1	0.5
COCCCNC(=O)C1CC(=O)N(c2ccc(OC)cc2)C1 (stereo not given)	14	-1	0.1	0.2
Cc1ccc(Nc2nnc(SCC(=O)NC(C)(C)C)s2)c(C)c1	-2	0	0.1	-0.3
CNC(=O)CCc1[nH]c2ccccc2c1Sc1ccccc1	18	-3	0.2	1.8
CC1=NN(C(N)=S)C(=O)C1	-9	-1	0.0	-1.1
Cc1ccc(Cl)c(OCC(=O)Nc2sc(C)c(C)c2C(N)=O)c1	17	-5	0.7	1.0
Cc1ccc(-c2nnc(NC(=O)c3c(-c4ccccc4Cl)noc3C)s2)cc1	0	-4	0.0	-0.1
CCOC(=O)c1cc(-c2nnc(-c3cccc(C)c3)o2)c(C)nc1C	2	6	-0.1	-0.3
O=C1/C(=C/c2ccc(-c3ccc(Cl)c(Cl)c3)o2)C=C(c2ccccc2)N1c1ccc2ncccc2c1	-7	-1	0.0	0.4
Cc1ccc(C(C)C)c(OCC#CCNC2CCCO2)c1 (stereo not given)	9	-11	0.0	-0.1
O=C1C(=O)N(Cc2cccnc2)C(c2ccc([N+](=O)[O-])cc2)/C1=C(/O)c1ccc(Cl)cc1 (stereo not given)	-5	0	0.0	0.7
NC(=O)c1cccc2c1C(=O)N(C1CCCCC1)C2	4	5	0.7	0.0
COc1ccc(CCNC(=O)c2ccc(Cn3c(=S)[nH]c4ccsc4c3=O)cc2)cc1OC	4	-2	0.0	-0.2
Cc1cc(C(=O)COC(=O)c2ccc([N+](=O)[O-])o2)c(C)n1CC(F)(F)F	8	7	-0.1	-1.5
CCOc1ccc(C(=O)N2CCN(c3nc(C)cc(N4CCCCC4)n3)CC2)cc1	-8	4	-0.1	0.5
COc1ccc2c(c1)c(=O)oc1c(C)c(OC(C)=O)ccc12	-21	-7	0.0	-1.7
O=C(OC1CCCCC1=O)c1ccc(Br)cc1 (stereo not given)	17	8	-0.1	3.1
N#CC1=C(N)Oc2n[nH]c(-c3ccc(Br)cc3)c2C1c1cn[nH]c1-c1ccc(F)cc1 (stereo not given)	8	-6	0.0	1.4
CCc1c(C)sc(NC(=O)/C=C/c2ccc(C)o2)c1C(N)=O	9	4	-0.2	1.2
COCCNC(=O)Cc1ccccc1OC	7	8	-0.2	0.2
CCOC(=O)c1cnc2ccc(C)cc2c1Nc1ccc(C(=O)O)cc1	-3	-1	0.2	1.2
O=C(NCCN1CCOCC1)c1ccc(N2CCC(NCc3ccccn3)CC2)cc1	43	2	-1.3	0.1
Cc1cc(F)c(F)c(C(=O)n2ccnc2)c1Cl	-7	4	-0.1	1.0
Cc1onc(-c2c(F)cccc2Cl)c1C(=O)OCN1C(=O)c2ccccc2C1=O	16	6	0.2	2.1
O=C(Nc1cccc(Cl)c1N1CCOCC1)c1ccccc1	-4	10	0.1	1.7
Cc1ccccc1OCC(=O)NCC(c1ccc2c(c1)CCCN2C)N1CCN(C)CC1 (stereo not given)	16	5	0.0	-0.5
CN(C)Cc1ccc(C(=O)Oc2ccc(C(C)(C)C)cc2)cc1	-10	2	-0.3	1.4
Nc1cccc(-c2cc(NCCN3CCOCC3)nc(N)n2)c1	1	-2	0.0	-0.7
COc1ccc(S(=O)(=O)N(C(C)=O)c2cc3sc(=O)oc3c3ccccc23)cc1	4	-10	-0.1	0.4
O=C(CCCCC(=O)N1CCOCCOCCOCC1)OCc1ccccc1	-2	6	0.0	-0.3
CC1CCCC(NS(=O)(=O)c2ccc3c(c2)NC(=O)CC(=O)N3)C1C (stereo not given)	9	3	0.0	-0.2
CCOc1ccc(NC(=O)Cn2c(=O)n(Cc3ccco3)c(=O)c3ccccc32)cc1	-4	1	0.0	-1.1
CC(=O)Nc1c(C)nn(C(C)=O)c1C	15	6	-0.1	-1.6
Cc1cccc(-n2c(=O)[nH]c3c(C(N)=O)nc(-c4cc(Br)ccc4O)nc32)c1	4	1	0.1	-0.5
CC1CCCN(c2ccc([N+](=O)[O-])s2)C1 (stereo not given)	8	0	0.0	-2.2
COc1ccccc1NC(=O)Nc1ccnn1C1CCN(C(=O)NC2CCCCC2)CC1	1	-12	-0.2	-1.3
COc1cc(C(=O)Nc2ccccc2N2CCN(S(C)(=O)=O)CC2)cc(OC)c1OC	-2	9	0.1	0.8
C=CCOc1ccc(/C=N/NC(=O)CSCc2ccc([N+](=O)[O-])cc2)cc1OCC	-10	-6	0.1	-2.5
CCCCN(C(=O)c1cnc2n(c1=O)CCS2)c1ccccc1	4	1	-0.1	-0.2
COC(=O)c1ccc(NC(=O)CSc2nnc3c(n2)[nH]c2ccc(C)cc23)cc1	6	0	-0.1	0.1
CCC(Sc1ccccc1)C(=O)Nc1nnc(C(C)C)s1 (stereo not given)	-3	7	-0.1	1.6
COc1cccc(COC(=O)Nc2ccc(-c3cn[nH]c3)cc2C(=O)N(C)C)c1	26	-7	0.2	-0.4
NC(=O)c1ccc[n+](CC(=O)Nc2ccc(OC(F)F)cc2)c1	-1	18	0.3	-2.3
O=C(Nc1cc(C(F)(F)F)ccc1N1CCCC1)c1ccc(Cl)cc1	-6	4	-0.1	2.0
Cc1ccnc(NC(=S)NC(=O)c2oc3ccccc3c2C)c1	-11	-10	-0.1	2.6
O=C(COc1ccc(Br)cc1)NCc1ccc(F)cc1	5	8	0.1	0.5
c1nc(NCCc2ccsc2)c2nc3n(c2n1)CCCCC3	0	-22	-0.3	0.2

Sorted by SMILES length (descending): some entries from above
SMILES	MITF primary	TEAD-YAP inh	FBW7 activator	GPR151 ag
Cc1cc(C(=O)COC(=O)c2ccc([N+](=O)[O-])o2)c(C)n1CC(F)(F)F	8	7	-0.1	-1.5
COc1ccc(S(=O)(=O)N(C(C)=O)c2cc3sc(=O)oc3c3ccccc23)cc1	4	-10	-0.1	0.4
CCOc1ccc(NC(=O)Cn2c(=O)n(Cc3ccco3)c(=O)c3ccccc32)cc1	-4	1	0.0	-1.1
COc1ccc(-c2noc(CN3CCN(Cc4cccc(C)c4)CC3)n2)c(OC)c1OC	13	7	0.0	-1.9
O=C(CSc1ccc(Cl)cc1)OCc1cc([N+](=O)[O-])cc2c1OCOC2	8	5	-0.1	1.9
Cc1ccc(-c2nnc(NC(=O)c3c(-c4ccccc4Cl)noc3C)s2)cc1	0	-4	0.0	-0.1
CC1CCCC(NS(=O)(=O)c2ccc3c(c2)NC(=O)CC(=O)N3)C1C (stereo not given)	9	3	0.0	-0.2
O=C(Nc1cc(C(F)(F)F)ccc1N1CCCC1)c1ccc(Cl)cc1	-6	4	-0.1	2.0
NC(=O)c1ccc[n+](CC(=O)Nc2ccc(OC(F)F)cc2)c1	-1	18	0.3	-2.3
CCc1c(C)sc(NC(=O)/C=C/c2ccc(C)o2)c1C(N)=O	9	4	-0.2	1.2
CC1CCN(C(=O)CSc2nc3c(c(=O)n2C)SCC3)CC1	-2	-1	-0.3	-0.3
COc1ccc(-c2nnc(NC(=O)C(C)(C)C)o2)cc1	-5	1	-0.1	1.7
Cc1nn(CC(=O)c2ccc(Br)cc2)c(N)[n+]1C	28	0	0.1	0.4
CCC(Sc1ccccc1)C(=O)Nc1nnc(C(C)C)s1 (stereo not given)	-3	7	-0.1	1.6
NC(=O)c1cccc2c1C(=O)N(C1CCCCC1)C2	4	5	0.7	0.0
O=C(OC1CCCCC1=O)c1ccc(Br)cc1 (stereo not given)	17	8	-0.1	3.1
CC1=NN(C(N)=S)C(=O)C1	-9	-1	0.0	-1.1

(cont.)
SMILES	MITF primary	TEAD-YAP inh	FBW7 activator	GPR151 ag
COCCNC(=S)N/N=C/c1ccc2c(c1)OCCO2	-6	4	-0.1	-0.7
CCOC(=O)c1sc(NC(=O)c2ccc(OC)cc2)c(C(=O)OCC)c1C	16	-8	0.2	0.7
CCCNS(=O)(=O)c1ccc(OCC(=O)Nc2cccc(C(C)=O)c2)cc1	-19	4	0.0	1.2
CCN(C(=O)CN1CCC(C(=O)OC)CC1)c1c(N)n(Cc2ccccc2)c(=O)[nH]c1=O	9	9	0.2	-0.1
O=C(C1CN(CCS(=O)(=O)c2ccccc2)CCN1C(=O)C1CC1)N1CCOCC1 (stereo not given)	11	6	0.1	0.1
CCOC(=O)c1cccc(NCN2C(=O)c3ccccc3C2=O)c1	-11	-4	-0.1	-0.9
COc1ccc(-c2nc3c(C(C)(C)C)cc(C(C)(C)C)c(O)c3o2)cc1	5	-3	0.2	-0.8
O=C(CCn1c(=O)[nH]c2ccsc2c1=O)NC1CCCc2ccccc21 (stereo not given)	0	-2	0.0	-1.6
CCOC(=O)c1cc(C)sc1NC(=O)C1CCC1	7	4	-0.2	0.0
O=C(Nc1cccnc1)c1ncoc1-c1ccccc1C(F)(F)F	4	3	0.1	-0.6
CCOc1ccccc1CNC(=O)Cn1c(=O)oc2ccccc21	11	-4	0.2	-1.3
Clc1nnc(N2CCCCC2)c2ccccc12	10	0	0.1	-0.7
COc1ccccc1NS(=O)(=O)c1ccc(Cl)c(C(F)(F)F)c1	3	-6	-0.2	2.5
COc1ccc(-c2n[nH]c3c2C(=O)CC(C)(C)C3)cc1	-5	-56	0.0	0.3
O=c1c2sccc2nc(SCc2cccnc2)n1-c1ccc(F)cc1	-2	6	0.0	-0.9
CCC(Cc1ccccc1)n1c(SCC(=O)c2ccccc2)nc2ccccc2c1=O (stereo not given)	7	-11	-0.1	-1.1
COc1ccc(-c2nnc3ccc(SCC(=O)Nc4ccccc4)nn23)cc1	-7	-19	-0.2	0.1
CCCC1(C(=O)OC)NC(c2ccc(O)cc2)C2C(=O)N(C)C(=O)C21 (stereo not given)	3	6	0.0	2.3
O=C([C@H](O)c1cccc(Cl)c1)N1CCCN(S(=O)(=O)c2cccc3cnccc23)CC1	3	8	0.0	0.9
CCOC(=O)c1c(N)n(-c2cc(C)ccc2C)c2nc3ccccc3nc12	0	-8	0.2	0.7
COc1ccc(C(=O)c2c(C)oc3ccc(O)cc23)c(OC)c1	3	-1	0.0	-0.9
COc1cc(C(=O)N2C3CCC2CC(O)(c2nccn2C)C3)cc(OC)c1OC (stereo not given)	14	5	0.0	0.2
CSCC[C@H](NC(=O)Cc1ccccc1)c1nc2ccccc2[nH]1	17	3	0.1	-0.1
Cc1ccc(C)c(N2CCN(C(=O)CSc3ccsc3[N+](=O)[O-])CC2)c1	14	5	0.1	0.4
